# Assay outcomes deposited in PubChem by Broad Institute.
# LGR2 inh = blocks bursicon-induced cAMP signaling via Drosophila LGR2 | HEK293 LGR2, CRE-luciferase, bursicon-stimulated, 4 h | 380,000 compounds, 0.35% hits | inhibition, % at 9.99 µM;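 active = drop in luminescence signal, shown as inhibition above about 50% in the replicate tests, limit read from the data, passing the limit was not always enough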;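 also: agonist challenge used bursicon conditioned medium at about half maximal strength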
# PglD inh = blocks C. jejuni PglD acetyltransferase activity; purified PglD enzyme, DTNB colorimetric CoA detection; inhibition, % at 12.5 µM; 360,000 compounds, 0.098% hits; in the data active = inhibition above about 16%, passing the limit was not always enough; also: strong numbers were not always called active
# FN deposition inh = fibronectin deposition inhibition | AH1F fibroblasts, Alexa488-fibronectin deposition fluorescence, overnight | inhibition, % at 12.6 µM | 350,000 compounds, 0.086% hits;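 active = mean inhibition across replicates of 30% or more, regardless of how many single replicates reach that level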;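 also: positive control wells lacked labelled fibronectin entirely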
#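 Material – AH1F fibroblast monolayer, labelled fibronectin deposition · Reagent – labelled fibronectin 24 nM · Timing – 1 h adhesion, overnight exposure · Measured by – fluorescence at 485 nm excitation, 525 nm emission · Read-out – inhibition of fibronectin deposition signal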
# An asterisk follows results filed as active; . = not tested or not shown. Some of the compounds tested; rates above refer to the full screens.
SMILES,LGR2 inh,PglD inh,FN deposition inh
COc1ccc(/C=N/OCC(=O)Nc2nc3ccccc3s2)cc1OC,-16,-5,.
O/N=C(\c1ccc(Cl)cc1)c1ncc(C(F)(F)F)cc1Cl,-2,6,.
CSc1nsc(/C=C/Nc2cccc(Cl)c2)c1C#N,-13,4,.
CCOc1ccc(Br)cc1S(=O)(=O)Nc1ccc(Cl)c(S(=O)(=O)N(C)C)c1,17,-2,.
COc1ccc(OC)c(/C=N\NC(=O)CSc2nnc(CCCc3ccc(OC)c(C)c3)o2)c1,10,-5,.
O=C(CCn1c(=O)c2ccccc2n(Cc2cc(=O)n3ccccc3n2)c1=O)NCc1ccco1,-2,7,.
Cc1ccnc(NC(=O)/C=C/c2cccs2)c1,13,1,.
Cn1c(=O)c2c(nc(SCC(=O)N3c4ccccc4CCc4ccccc43)n2C)n(C)c1=O,5,1,.
C#CC[N+]1(CC#Cc2ccccc2)CCCC1,20,-1,.
COCCn1c(SCc2cc(C(C)=O)ccc2OC)nc2cc(Cl)ccc2c1=O,-20,0,.
COC(=O)c1c(C(=O)OC)c(-c2ccc(C)cc2)n2c1CS(=O)C2 (configuration not stated),14,0,.
CN1c2ccccc2C(C)(C)[C@]12C=Cc1cc(O)ccc1O2,3,-5,.
Cc1cccc(-n2c(CCc3ccccc3)nnc2SCC(=O)c2ccccc2)c1,-2,7,.
CCSc1nc(C)c(C(C)=O)cc1C#N,-13,-6,.
COc1cccc2c1OC1(C)CC2NC(=O)N1c1cccc(C(=O)Nc2ccc3c(c2)OCCO3)c1 (configuration not stated),-19,-5,.
COc1ccc(OCC(O)Cn2c(Br)nc3c2c(=O)[nH]c(=O)n3C)cc1 (configuration not stated),0,-3,.
COc1cccc(C2Cc3ccccc3C(=O)O2)c1 (configuration not stated),15,-1,.
S=C(NCc1ccco1)N1CCN(Cc2ccc(Cl)cc2Cl)CC1,2,-5,.
O=C(Nc1ccc(C(F)(F)F)cc1)C1CC(=O)N(c2ccc3c(c2)OCCO3)C1 (configuration not stated),-17,-1,.
CCN(CC)S(=O)(=O)c1ccc2c(c1)nc(CCC(=O)OCC(=O)N1CCc3ccccc31)n2C,6,2,.
Cc1ccc(NC(=S)N(CCCN2CCOCC2)Cc2cccs2)c(C)c1,14,-4,.
CC(NC(=O)c1ccco1)C1COc2ccccc2O1 (configuration not stated),9,3,.
CCN(CC)S(=O)(=O)c1ccc(C(=O)OCn2c(SC)nnc(C)c2=O)cc1,17,-1,.
CCOc1ccc(NC(=O)N2CC=C(n3c(=O)[nH]c4ccccc43)CC2)cc1,8,1,.
Cc1nnc(SCC(=O)Nc2ccc3c(c2)OCCO3)n1N,5,-2,.
O=C1N=C2SCCN2/C1=C\c1c(Cl)cccc1Cl,5,6,.
O=C(CC(SCCO)c1ccc(F)cc1)c1ccco1 (configuration not stated),-10,0,.
O=C(NCc1ccccc1)Nc1cccn(Cc2ccccc2)c1=O,-4,2,.
CCN(CC)CCCC1(CN)OCCc2ccccc21 (configuration not stated),10,-2,.
COc1ccc(C2/C(=C(/O)c3ccc4c(c3)CC(C)O4)C(=O)C(=O)N2CCN2CCOCC2)cc1 (configuration not stated),24,2,.
CCCS(=O)(=O)N1CCN(C(=O)c2cccs2)CC1,7,-4,.
CCCCN=C1N/C(=C\c2ccco2)C(=O)N1c1ccccc1,-1,2,.
CN(CP(=O)(O)CN(C)S(C)(=O)=O)S(C)(=O)=O,30,-5,.
Cn1c(=O)c2cc(S(=O)(=O)Nc3cccc(F)c3)ccc2n(C)c1=O,15,-16,.
COc1cc(C2NC(=O)NC(C)=C2C(=O)OC2CCCC(C)C2)ccc1O (configuration not stated),8,4,.
O=c1ccnc(S/C=C/c2ccccc2)[nH]1,5,7,.
O=C(CN1C(=O)S/C(=C\C=C\c2ccccc2)C1=O)Nc1ccc(O)cc1,-46,0,.
O=C(Nc1ccccc1)N(O)c1ccc(Cl)cc1,-73,-1,.
Cc1ccc(CN=c2c([N+](=O)[O-])nn(-c3ccc4c(c3)OCCO4)n2O)cc1,-9,-8,.
Cc1cc(C)nc(SCCN2CCOCC2)n1,1,-3,.
Cc1cc(OCCN2CCCC2)cc(C(C)C)c1,-3,-4,.
O=C(CSc1nnc(-c2ccc3c(c2)OCO3)n1-c1ccccc1)c1ccc(Cl)cc1,3,5,.
O=c1c2c(nc3c(-c4cccc5ccccc45)c[nH]n13)CCC2,8,-8,.
C=CCNC(=S)N/N=C/c1ccc(-c2cc(Cl)ccc2Cl)o1,16,-1,.
CC1CCc2c(C(=O)NCCCN3CCOCC3)csc2C1 (configuration not stated),4,-5,.
COc1ccc(CCNC(=O)COc2ccc(S(=O)(=O)NC3CCCCC3)cc2Cl)cc1,-4,5,.
COc1cc(/C=C2/SC(=O)N(Cc3ccccc3Cl)C2=O)ccc1OCc1ccncc1,0,0,.
Cn1c(C(=O)O)c(CC(=O)Nc2ccc(F)cc2F)c2ccccc21,0,-4,.
CC(=O)Nc1ccc(C(=O)N(C)c2ccccc2)cc1,2,1,.
N#C/C(=C/Nc1ccccc1)c1ccsc1,-46,-3,.
CCn1cc(CNC(=O)C2C3CCC(C3)C2C(=O)O)cn1 (configuration not stated),-3,3,.
COC(=O)c1cn(-c2ccc(Cl)cc2)c(=O)c2ccccc12,-2,-2,.
COCc1cc(C(C)=O)ccc1OC,23,9,.
CC(C)C(NC(=O)c1ccc(F)cc1)C(=O)OCC(=O)N1CC(=O)Nc2ccccc21 (configuration not stated),13,0,.
O=C(CN1CCN(c2ccccc2)CC1)N1N=CCC1c1ccccc1 (configuration not stated),14,6,.
CC(C)Cn1c(O)c(N=NC(=O)c2cccc(S(=O)(=O)N3CCCCC3)c2)c2ccccc21,22,-5,.
CCOC(=O)Nc1sc(=S)n(C)c1C,-14,-2,.
O=C(COc1ccc2c(c1)OCO2)NC12CC3CC(CC(C3)C1)C2,-23,-2,.
COc1ccccc1CNC(=O)CCCn1c(=O)c2ccccc2n(CC(=O)NC2CCCC2)c1=O,12,-10,.
O=C1C2CCCN2C(=O)N1CCCCN1CCN(c2cccc(Cl)c2)CC1 (configuration not stated),5,10,.
# (cont.)
SMILES,LGR2 inh,PglD inh,FN deposition inh
N#C/C(=C\c1cccc(Cl)c1)c1n[nH]c(Cn2cncn2)n1,19,-8,.
CCCC(=O)N1CCN(c2ccc(NC(=O)C(C)(C)C)cc2)CC1,17,1,.
COc1ccccc1-n1c(SCC(=O)Nc2cccc3ccccc23)nc(O)cc1=O,14,3,.
CCOC(=O)C(OC(=O)c1sc(=S)n(C)c1C)C(C)=O (configuration not stated),-1,-2,.
NC(=O)c1ccccc1N/C=C/C(=O)c1ccc(Cl)cc1Cl,-9,-2,.
Cc1nnc(SCC(=O)N(Cc2ccccc2)C(C)C)n1-c1ccccc1,11,3,.
COc1cc(CNCC(O)c2ccccc2)ccc1OCc1ccc(Cl)nc1 (configuration not stated),8,9,.
Clc1ccc(N2CCN(c3cnc4ccccc4n3)CC2)cc1,-56,-102,.
CCN(CC)S(=O)(=O)c1cc(NC(=O)CSc2nc3c(cc2C#N)C(=O)CC(C)(C)C3)ccc1C,25,7,.
Cc1c(NC(=O)c2c(NC(=O)CNC3CC3)sc3c2CCCC3)c(=O)n(-c2ccccc2)n1C,9,-5,.
O=c1[nH]c(-c2ccccn2)nc2ccccc12,-8,-5,.
CC(=O)Nc1cccc(C(=O)NC(C)c2ccc(S(N)(=O)=O)cc2)c1 (configuration not stated),-2,-4,.
Cc1cccc(NC(=O)c2cc(S(=O)(=O)c3ccccc3)ccc2Cl)c1,-14,2,.
COc1ccc(/C=C2\CCn3c2nc2cc(C(=O)O)ccc2c3=O)cc1O,13,-2,.
Cc1ccc(C(=O)NCC(C)(C)O)cc1,.,0,-18

# Arranged by molar mass (smallest number first): some entries from above.
SMILES,LGR2 inh,PglD inh,FN deposition inh
CCOC(=O)C(OC(=O)c1sc(=S)n(C)c1C)C(C)=O (configuration not stated),-1,-2,.
CC(=O)Nc1cccc(C(=O)NC(C)c2ccc(S(N)(=O)=O)cc2)c1 (configuration not stated),-2,-4,.
COc1cc(CNCC(O)c2ccccc2)ccc1OCc1ccc(Cl)nc1 (configuration not stated),8,9,.

# Continuation:
SMILES,LGR2 inh,PglD inh,FN deposition inh
CCOc1ccc(C2=Nc3ccccc3C(c3ccc(N4CCOCC4)cc3)=NN2)cc1,.,-3,-1
COc1ccc(N2CCN(C(=O)CCCN3C(=O)c4cccc5cccc(c45)C3=O)CC2)cc1,.,-9,0
Cc1ccc(NC(=O)NC2CCN(CC(=O)Nc3nccs3)CC2)cc1,.,5,0
C=CCn1c(SCC(=O)C(C)(C)C)nnc1-c1cccs1,.,3,-3
Cc1occc1-c1nnc(SCc2nc3ccccc3c(=O)n2CC#N)n1C,.,1,0
O=S(=O)(Nc1ccccc1)c1ccc(Oc2ncc(C(F)(F)F)cc2Cl)cc1,.,4,-5
Cc1nc(SCC(=O)N2CCc3ccccc3C2)c2c(C)c(C)sc2n1,.,-1,1
CC(=O)Nc1cccc(C(=O)OC(C(=O)c2ccc(C)c(C)c2)c2ccccc2)c1 (configuration not stated),.,2,-4
CN(C)c1ccc(/C=C2\SC(=S)N(Nc3ncc(C(F)(F)F)cc3Cl)C2=O)cc1,.,-9,-3
CC(OC(=O)C1CCCO1)C(=O)NC1CCCC1 (configuration not stated),.,-2,2
CC(=O)c1cccc(NC(=O)c2csc(-n3nc(C)cc3C(F)(F)F)n2)c1,.,-2,-13
C=C(C)C1Cc2nc(N)nc(C)c2C1 (configuration not stated),.,4,-4
CC(C)c1nc(-c2ccccn2)no1,.,-4,-5
CCOc1ccc(NC(=O)CN(C2CCCCC2)S(C)(=O)=O)cc1,.,6,-2
Nc1c(S(=O)(=O)c2cccc(Cl)c2)c2nc3ccccc3nc2n1CCN1CCOCC1,.,-1,7
Cc1ccc(C)c(C(=O)CSc2n[nH]c(C)n2)c1,.,-5,2
COc1cc(-c2nnc(-c3ccco3)o2)ccc1OCc1ccccc1,.,-5,-9
CCCCOC(=O)C1=C(C)Nc2ncnn2C1c1cc(OC)ccc1OC (configuration not stated),.,-3,-3
O=C1OC(Nc2ccc(Br)cc2F)c2ccccc21 (configuration not stated),.,-5,0
O=c1ncn(-c2cccc(F)c2)c2ncccc12,.,1,-10
O=[N+]([O-])c1ccc2nccn2c1,.,2,4
COC(=O)COC(=O)c1ccc(O)cc1,.,4,-9
O=C(O)c1ccccc1NCN1C(=O)C2CC=C(Cl)CC2C1=O (configuration not stated),.,1,7
Cc1ccn2c(NC3CCCCC3)c(C)nc2c1,.,-3,-22
N#CCc1c(C#N)c(N)nc(N2CCN(c3ccc(F)cc3)CC2)c1C#N,.,-4,-10
Nc1cccnc1Sc1cc(Cl)c(Cl)cc1Cl,.,1,-16
COC(=O)C1=C(C)N(Cc2cccnc2)C(=O)C1,.,-2,-6
CCOc1cc2[nH]c(=S)n(CCN3CCCCC3CC)c(=O)c2cc1OCC (configuration not stated),.,-2,8
CCOC(=O)c1c(-c2cccs2)csc1NC(=O)c1ccncc1,.,4,2
COc1ccccc1-c1nc2n(n1)C(c1cccs1)C(C(=O)Nc1cccnc1)=C(C)N2 (configuration not stated),.,-2,6

# Full records, looked up by structure:
# Cn1c(C(=O)O)c(CC(=O)Nc2ccc(F)cc2F)c2ccccc21 is listed with LGR2 inh = 0; PglD inh = -4; FN deposition inh = .
# O=C(CN1C(=O)S/C(=C\C=C\c2ccccc2)C1=O)Nc1ccc(O)cc1 is listed with LGR2 inh = -46; PglD inh = 0; FN deposition inh = .
# COc1ccc(CCNC(=O)COc2ccc(S(=O)(=O)NC3CCCCC3)cc2Cl)cc1 is listed with LGR2 inh = -4; PglD inh = 5; FN deposition inh = .

# Following part.
SMILES,LGR2 inh,PglD inh,FN deposition inh
Cc1ccccc1NC(=O)Cc1nc(CSc2nnc(C3CCCCC3)n2N)cs1,.,-2,2
Clc1ccc(-c2nn3c(-c4ccccc4)nnc3s2)cc1,.,-1,0
CC(C)Oc1cccc(C(=O)O)c1,.,3,6
Cc1ccc2cccnc2c1NC(=S)NC(=O)c1ccccc1,.,11,13
CCc1ccccc1N1CSC2=C(C#N)C(c3cc(OC)c(OC)cc3OC)CC(=O)N2C1 (configuration not stated),.,-3,5
CC(=O)Nc1ccc2nc(C3CCCCC3)[nH]c2c1,.,2,7
COc1ccc(-c2ccnc3nc(N4CCN(c5ccccc5)CC4)nn23)cc1,.,-1,10
CC(OC(=O)C1CC=CCC1C(N)=O)C(Cl)=C(Cl)Cl (configuration not stated),.,1,-7
CCCc1cc(=O)n2[nH]cnc2n1,.,1,12
CCOC(=O)C1CCN(Cc2cn[nH]c2-c2ccccc2)CC1,.,-11,-10
CCOC(=O)c1ccc(-n2c(-c3ccco3)nc3ccccc3c2=O)cc1,.,-3,-4
CCCCCC(/C=N/Nc1ccc(S(=O)(=O)N2CCOCC2)cc1[N+](=O)[O-])=C\c1ccccc1,.,6,3
COc1ccc(CCNC(=O)CNCC2CCCO2)cc1OC (configuration not stated),.,9,10
COc1ccccc1N1CCN(C(=O)C2CCN(S(=O)(=O)c3ccc(F)cc3)CC2)CC1,.,7,-2
CCC(C)(C(=O)NC1CCCCC1)N(CC1CCCO1)C(=O)c1ccccn1 (configuration not stated),.,2,-10
Nc1csnc1C(=O)O,.,-5,4
Cc1cc2n(n1)C(c1ccco1)Nc1ccccc1-2 (configuration not stated),.,-1,-1
Cc1ccc2cc3cc(C(=O)NCc4ccc5c(c4)OCO5)oc3nc2c1,.,8,-2
